CCT modulator: modulators of cytosolic chaperonin (CCT/TRiC) activity; purified chaperonin ATPase assay, HTRF ADP detection, 30 min; activity change, % (concentration not given with the values), hits read low; hit rate 0.3% among 360,000; AID 651819; in the data active = activity change below about -30%; note: % is set by controls: 0 for no effect and ±100 for the full control effect
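ATPase activity: ADP formed was measured by HTRF Transcreener (665/615 nm ratio) after 30 min at 37 deg C with 10 uM ATP. Compounds screened at one 76 uM concentration against 40 or 20 nM TRiC in Tris pH 7.4/KCl/MgCl2/DTT buffer.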
EPAC2 antagonist: antagonists of human EPAC2; EPAC2 GEF exchange of Rap1B-BODIPY-GDP, fluorescence; Potency, µM (top dose mostly 114 µM), for inactives: top-dose activity, negative = inhibition, usual class: inhibitors; hit rate 0.18% among 360,000; note: potency is the fitted concentration of half-maximal effect; % is set by controls: 0 for no effect and ±100 for the full control effect; nearly all actives have a fitted effect of over 45% in size; many of its hits are not listed in these tables
EPAC1 antag: blocks human EPAC1 exchange factor; O95398; EPAC1 GEF assay, Rap1b-BODIPY-GDP exchange fluorescence; Potency, µM (doses to about 115 µM), without a hit: top-dose activity change, negative = inhibition, most hits filed as inhibitors; hit rate 0.14% among 360,000;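 note: potency is the fitted concentration of half-maximal effect; plate controls were vehicle for no effect and positive control for full effect; nearly all actives have a fitted effect of over 50% in size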
WRN inhibitor: WRN helicase (human) inhibition. Q14191. WRN helicase unwinding, fluorescent forked duplex, kinetic. AID 651768. Potency, µM (titrated, usually from 114 µM), for the others: top-dose activity change, negative = inhibition, most hits filed as inhibitors. hit rate 0.46% among 360,000; note: potency is the fitted concentration of half-maximal effect; % is set by controls: 0 for no effect and ±100 for the full control effect; nearly all actives have a fitted effect of over 55% in size
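Kinetic red-fluorescence monitoring (525/598 nm) tracks WRN helicase activity after 100 nM fluorophore-quencher forked duplex and 2 mM ATP are added to 20 nM enzyme pretreated 15 min at room temperature with compound.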
PI5P4K alpha inh: inhibitors of human PI5P4K alpha. P48426. max response, %. PI5P4Kalpha enzyme, ADP-Glo luminescence, 60 min; active compounds read low. hit rate 1.2% among 330,000; active = max response of -50% or lower; inconclusive = between -30% and -50%; inactive = -30% or higher; note: value at the top dose of about 77 µM; % is set by controls: 0 for no effect and ±100 for the full control effect
Target sequence (P48426 whole entry, looked up): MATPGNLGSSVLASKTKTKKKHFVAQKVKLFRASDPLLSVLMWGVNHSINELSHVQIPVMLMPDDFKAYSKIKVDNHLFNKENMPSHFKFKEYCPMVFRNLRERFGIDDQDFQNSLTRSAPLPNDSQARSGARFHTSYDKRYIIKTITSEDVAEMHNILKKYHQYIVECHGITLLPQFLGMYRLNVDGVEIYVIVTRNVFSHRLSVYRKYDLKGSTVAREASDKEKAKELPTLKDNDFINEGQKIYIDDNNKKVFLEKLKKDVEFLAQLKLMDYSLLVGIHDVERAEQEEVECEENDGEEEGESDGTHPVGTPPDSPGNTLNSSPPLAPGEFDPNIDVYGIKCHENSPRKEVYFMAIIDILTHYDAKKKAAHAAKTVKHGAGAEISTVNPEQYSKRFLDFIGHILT
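Human PI5P4Kalpha with substrate in 0.038 M HEPES pH 7.4, 0.28 mM EGTA, 0.1% CHAPS, 5% DMSO; reaction started with 5 microM ATP (final), 60 min at room temperature. ADP formed read by ADP-Glo luminescence.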
Mm-Cpn inhibitor: blocks the Methanococcus maripaludis chaperonin Mm-Cpn; purified Mm-Cpn ATPase, ADP Transcreener TR-FRET; Potency, µM (highest dose often 76.9 µM), inactives show top-dose activity, negative = inhibition, most hits filed as inhibitors; hit rate 0.031% among 330,000; note: potency is the fitted concentration of half-maximal effect; % is set by controls: 0 for no effect and ±100 for the full control effect; nearly all actives have a fitted effect of over 80% in size
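Purified archaeal chaperonin (25 nM final) was preincubated with compound for 10 min at 37°C, then ATP (10 uM final) was added for 30 min at 37°C in Tris pH 7.4/KCl/MgCl2/DTT buffer. ADP was quantified by HTRF Transcreener TR-FRET.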
PLK1 PBD block: blocks phosphopeptide binding to human PLK1 polo-box domain. AID 720504. Potency, µM, for inactives: max response, negative = inhibition, hits mostly inhibitors. hit rate 2.8% among 360,000. P53350. Plk1 PBD binding of FITC phosphopeptide, fluorescence polarization; note: potency is the fitted concentration of half-maximal effect; series mostly up to about 57 µM; % is set by controls: 0 for no effect and ±100 for the full control effect; nearly all actives have a fitted effect of over 65% in size
Target sequence (P53350 whole entry, looked up, the tested form may be a part): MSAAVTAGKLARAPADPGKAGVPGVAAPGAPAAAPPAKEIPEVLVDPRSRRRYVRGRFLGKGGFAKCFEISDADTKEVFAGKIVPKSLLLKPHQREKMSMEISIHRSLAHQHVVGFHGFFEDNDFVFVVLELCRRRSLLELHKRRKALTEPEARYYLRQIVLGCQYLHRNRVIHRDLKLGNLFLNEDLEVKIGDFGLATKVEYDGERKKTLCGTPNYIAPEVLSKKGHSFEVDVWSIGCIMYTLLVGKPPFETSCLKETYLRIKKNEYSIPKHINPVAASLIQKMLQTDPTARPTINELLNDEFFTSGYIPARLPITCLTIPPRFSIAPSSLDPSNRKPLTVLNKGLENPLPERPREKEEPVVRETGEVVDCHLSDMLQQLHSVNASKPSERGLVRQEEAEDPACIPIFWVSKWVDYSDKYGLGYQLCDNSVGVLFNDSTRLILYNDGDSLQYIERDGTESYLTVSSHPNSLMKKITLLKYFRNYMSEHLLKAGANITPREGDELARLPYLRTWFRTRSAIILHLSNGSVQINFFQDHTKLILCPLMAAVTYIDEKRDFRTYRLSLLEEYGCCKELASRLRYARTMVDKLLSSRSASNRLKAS
EPAC1 ag: activates human EPAC1 exchange factor. hit rate 0.073% among 360,000. Potency, µM (titrated, usually from 154 µM), for the others: at the top dose activation, most hits filed as activators. O95398. EPAC1 agonist qHTS, biochemical assay; response scale: 100% = response to 6.5 mM cAMP; note: potency is the fitted concentration of half-maximal effect; nearly all actives have a fitted effect of over 60% in size
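Multi-concentration qHTS readout: loss of Rap1B-bound BODIPY-GDP fluorescence driven by 100 nM EPAC1 with excess GDP (50 uM), monitored kinetically at room temperature; agonist response expressed relative to 6.5 mM cAMP.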
* = called active by the depositor; ? = inconclusive; · = not tested or not shown; [ ] = another dose, or the depositor's remark. Unless noted, calls come from the whole dose curve; as a rule, active = well fitted curve in the direction sought with a large enough effect; inconclusive = small, poorly fitted or top-dose-only effect, or another doubt; inactive = no such curve, though single readings can be large; an effect the other way counts as inactive or inconclusive. Some of the compounds tested; count on the stated rates, not on these rows.

SMILES	CCT modulator	EPAC2 antagonist	EPAC1 antag	WRN inhibitor	PI5P4K alpha inh	Mm-Cpn inhibitor	PLK1 PBD block	EPAC1 ag
CCN(CC)S(=O)(=O)c1cc(NC(=O)CSc2n[nH]c(N)n2)ccc1C	0.9	8%	33%[activator]	1%	2	0%	1%	-8%
Cc1ccc2c(NC(=O)c3ccco3)cccc2n1	0.0	3%	19%	0%	-7	-1%	-7%	-1%
O=C(CCc1c[nH]c2ccccc12)N1CCCC1	0.6	0%	15%	13%	0	0%	-2%	-4%
COC(=O)c1cc(-c2c(C)oc3cc(O)ccc3c2=O)c(C)o1	-3.5	4%	10%	1%	·	-4%	-3%	-2%
C=C(C)C1CC=C(C)/C(=N\NC(=S)Nc2ccc(C)cc2)C1 (stereo not given)	1.8	-7%	-17%	-5%	3	2%	-5%	-1%
CCOC(=O)N1CCN(CCC(=O)Nc2cccc(C)c2)CC1	-2.3	16%	-11%	-24%	1	?	-10%	1%
CCOC(=O)c1c(-c2ccccc2)csc1NC(=O)c1cc(S(=O)(=O)N2CCOCC2)ccc1C	-1.0	0%	-2%	-10%[57.1 µM]	1	-22%	?	7%
c1cncc(-c2nnc3n2CCC3)c1	1.9	-2%	-12%	-4%	-4	-1%	-6%	1%
CN(C)CCCCOc1ccccc1-c1ccccc1	-0.7	-6%	-8%	-6%	·	-1%	-3%	9%
CCOc1ncccc1C(=O)OCC(=O)c1ccc[nH]1	-0.1	10%	3%	0%	-17	3%	-4%	4%
Cc1cccc(OCC2=N/C(=C\N(C)C)C(=O)O2)c1	-5.7	13%	-3%	-13%	4	-5%	-1%	1%
COc1ccc(CN2CCC(n3nccc3NC(=O)CCOc3ccccc3)CC2)cc1C	-1.4	-3%	-9%	-9%	3	1%	-3%	-13%
CC[n+]1ccc(/C=C2\Sc3ccccc3N2CCCS(=O)(=O)[O-])c2ccccc21	1.5	-5%	-20%	-6%	4	1%	-23%	-10%
O=C(O)c1c[nH]c(=O)c2ccccc12	3.6	8%	9%	-5%	?	1%	1%	-5%
Cc1ccc(S(=O)(=O)CCc2nnc(NC(=O)c3ccccn3)s2)cc1	-4.4	3%	2%	-2%	-3	0%	-5%	-7%
CCNS(=O)(=O)c1ccc(OC)c(C(=O)NC2CCCCC2)c1	0.5	2%	-8%	0%	-4	2%	0%	1%
CCOC(=O)c1c(N)c2cc([N+](=O)[O-])ccc2n1C	-3.7	-4%	-9%	-6%	-5	-1%	-20%	2%
CCCCN(C)S(=O)(=O)c1ccc(C(=O)Nc2nnc(CSC)o2)cc1	-4.2	-2%	4%	6%	-5	-2%	-11%	3%
Cc1cc(C(=O)Nc2cccnc2Cl)on1	0.8	11%	7%	-1%	-2	1%	2%	-3%
O=C(Nc1ccc(N2CCCCC2)cc1)c1ccccn1	-3.1	-5%	3%	5%	-24	1%	-18%	16%
CCCOC(=O)c1ccc(NC(=O)CCOc2ccccc2)cc1	0.0	0%	-3%	-1%	·	1%	-2%	21%
CCN(CC(=O)N1CCN(Cc2ccccc2)CC1)S(=O)(=O)c1ccc(C)cc1	0.7	0%	6%	4%	-4	-1%	1%	-14%
Cc1noc(C)c1C(=O)NCc1ccccc1Br	1.5	8%	-17%	-10%[57.1 µM]	4	2%	3%	-6%
CCOc1ccccc1N1CC(C(=O)NCCc2ccc(S(N)(=O)=O)cc2)CC1=O (stereo not given)	-0.4	10%[57.1 µM]	3%	12%	-2	-2%	-6%	-8%

Another view of some results above.
Results follow in this order: CCT modulator	EPAC2 antagonist	EPAC1 antag	WRN inhibitor	PI5P4K alpha inh	Mm-Cpn inhibitor	PLK1 PBD block	EPAC1 ag
CCN(CC(=O)N1CCN(Cc2ccccc2)CC1)S(=O)(=O)c1ccc(C)cc1
    0.7	0%	6%	4%	-4	-1%	1%	-14%
Cc1noc(C)c1C(=O)NCc1ccccc1Br
    1.5	8%	-17%	-10%[57.1 µM]	4	2%	3%	-6%
CCOc1ccccc1N1CC(C(=O)NCCc2ccc(S(N)(=O)=O)cc2)CC1=O (stereo not given)
    -0.4	10%[57.1 µM]	3%	12%	-2	-2%	-6%	-8%

Later entries:
SMILES	CCT modulator	EPAC2 antagonist	EPAC1 antag	WRN inhibitor	PI5P4K alpha inh	Mm-Cpn inhibitor	PLK1 PBD block	EPAC1 ag
Cc1ccc(-n2ncc3c(N4CCCC4)ncnc32)c(C)c1	1.8	10%	14%	1%	·	3%	-9%	-5%
COc1ccc(C(=O)NCCC2=CCCCC2)cc1OC1CCN(C(C)C)CC1	1.4	1%	-1%	4%	1	-1%	-13%	-1%
O=C(O)c1cccc(-n2nnnc2SCc2ccccn2)c1	2.6	14%	7%	-17%	-15	1%	-3%	-1%
Cc1ccccc1-c1noc(-c2ccccc2C(=O)O)n1	0.1	4%	-1%	-7%	1	1%	-2%	-1%
COc1ccccc1CC(Cc1nc2ccccc2[nH]1)c1nc2ccccc2[nH]1 (stereo not given)	2.0	-6%	-6%	4%	-3	2%	-3%	13%
COc1ccc(-c2csc(NC(=O)c3cc(-c4cccs4)nc4ccccc34)n2)c(OC)c1	-3.1	1%	-3%	3%	1	-29%	-5%	-3%
CC(=O)N1Cc2cc(N)ccc2Oc2ccccc21	2.4	13%	12%	6%	0	-4%	-2%	-7%
Nc1ccc(Sc2ccc([N+](=O)[O-])cc2)cc1	-0.7	-26%	-13%	-6%	18	0%	-9%	6%
O=C(NC(Cc1ccccc1)C(=O)NC1CC1)OCc1ccccc1 (stereo not given)	-1.3	4%	-8%	3%	-1	-4%	-1%	1%
COc1ccc(N(CC(=O)NCCc2ccccc2)C(=O)c2csnn2)cc1OC	-0.6	2%	-17%	-2%	0	-1%	2%	10%
COc1ccc(-c2nnc(SCC(=O)NC(=O)NCc3ccco3)o2)cc1	-0.5	-2%	0%	6%	-6	1%	-8%	7%
CCOC(=O)C1(CCOc2ccccc2)CCN(Cc2ccc3nonc3c2)CC1	1.1	1%	-7%	2%	-1	0%	2%	4%
Cc1cccc(C)c1-n1cccc1/C=C1/C(=N)N2C(=NC1=O)SN=C2S(C)(=O)=O	-3.0	?	-14%	-12%[11.6 µM]	-22	0%	21µM*	-3%
COc1ccc(CC(=O)Nc2cc(S(=O)(=O)N3CCOCC3)ccc2N2CCCC2)cc1OC	-2.5	-3%	2%	13%	1	-1%	-19%	-1%
O=C(NCc1ccccc1C(F)(F)F)c1cccc2c1C(=O)c1ccc(N3CCC(N4CCCCC4)CC3)cc1S2(=O)=O	-0.7	23%	-30%	124%[activator]	-8	·	7%	1%
CCCCCCCCSC1=CC(=O)C(OC)=C(OC)C1=O	0.0	?	3%	-12%	?	·	2.4µM*	-18%
Cc1ccc2c(c1)C(c1ccccc1)N(C(=O)c1ccc(Br)o1)CC(=O)N2 (stereo not given)	-1.9	?	-11%	-3%	-5	-2%	-13%	5%
Cc1ccc(-c2c(C#N)c(N)nc3c2CCCCC3)cc1	2.3	10%	15%	-1%	·	2%	-5%	1%
Cc1ccc(C(=O)NC(NC(=O)c2ccc(C)cc2)C(Cl)Cl)cc1	-2.7	0%	5%	-1%[57.1 µM]	-2	1%	2%	-2%
Cc1onc(-c2ccccc2)c1-c1nc2ccccc2c(=O)o1	0.8	5%	-9%	-28%	1	-4%	-14%	6%
CC(=O)Nc1ccc2c(c1)C(=O)c1ccccc1C2=O	-1.0	-2%	-6%	-16%	2	0%	-7%	2%
COc1cc(CC(=O)Nc2nc(C)cs2)cc(OC)c1OC	-6.2	1%	-24%	-2%	-2	-1%	2%	3%
Cc1ccc(S(=O)(=O)NCCC(=O)NNC(=O)COc2ccccc2Cl)cc1C	3.0	-16%	4%	1%	-3	3%	3%	8%
CN(C(=O)c1ccncc1)C1CC(C)(C)N(O)C(C)(C)C1	0.4	-7%	-3%	0%	2	-1%	-9%	9%
C=CCNCC#CCOc1ccc(OC)cc1	-0.9	4%	-12%	-2%	7	-2%	1%	4%
CC(C)(C)c1ccc(-c2ncccc2O)cc1	-0.7	-12%	-5%	?	-2	1%	-15%	-13%
Cn1cccc1C(=O)OCC(=O)N1CCc2ccccc21	1.2	-5%	1%	-6%	0	-4%	-4%	-8%
CC(=NC1CC1)c1c(-c2ccccc2)[nH]n(-c2nc3ccccc3s2)c1=O	1.9	5%	12%	7%	·	-1%	2%	-1%
CCCOc1ccccc1NC(=O)/C=C/c1ccc(OC)c(S(=O)(=O)N2CCOCC2)c1	0.0	4%	7%	-2%	3	·	-6%	20%
CN(CCC#N)S(=O)(=O)c1ccc2c(c1)c(=O)n(C)c(=O)n2C	-0.6	-3%	0%	-9%	?	0%	2%	0%
CC(C)(C#CC(O)(c1ccccc1)c1ccccc1)N1CCCC1	-4.3	4%	-4%	5%	0	-3%	-8%	5%
CC(=O)Nc1ccc(S(=O)(=O)NNC(=O)C2CCCCC2)cc1	-3.5	6%	-3%	5%	-4	0%	-18%	4%
Cc1cccc[n+]1CC(=O)/C=C1\N(C)c2ccccc2C1(C)C	-0.8	6%	2%	-28%	8	2%	7%	-1%
O=Cc1cccc2ccc3cccc(C(=O)O)c3c12	-0.3	-1%	10%	0%	5	·	1%	10%
CCc1ccc2c(c1)NC(=O)C2(C)Cc1ccccc1OC (stereo not given)	-0.7	?	1%	-6%	7	·	1%	-6%
CC(C(=O)Nc1nc(-c2ccc(F)cc2)cs1)N1C(=O)C2CC=CCC2C1=O (stereo not given)	-0.6	-2%	-27%	-12%	-4	2%	-2%	14%
COc1ccc(CN2Cc3cccc4c3[C@@H](CC2=O)[C@H](O)[C@H](O)C4)cc1	1.3	1%	6%	8%	-6	1%	2%	-14%
Cc1cc(C(=O)CSc2nnc(-c3ccc(F)cc3)o2)c(C)n1CC1CCCO1 (stereo not given)	0.2	-2%[57.1 µM]	5%	-7%	-10	1%	0%	-9%
COc1ccccc1-c1sc2cc3c(cc2c1C#CCO)OCO3	-18	-26%	-6%	-10%	-2	?	-7%	9%
CC(=O)Nc1ccc(S(=O)(=O)NCCCN2CCN(Cc3ccccc3)CC2)cc1Cl	0.4	25%	-1%	-34%	7	1%	-1%	-6%
Cc1ccc(-n2c(Cc3cccn3C)nnc2SCC(=O)NC2CCCCC2)cc1	-0.7	-9%	-12%	-8%	·	-1%	-5%	0%
Nc1ccc(CN2CCCCCC2)cc1	-0.4	-10%	-15%	-4%[57.1 µM]	3	-2%	-8%	-4%
COc1ccc(C(=O)N2CCC(C)(C(=O)NS(=O)(=O)C3CC3)C2)c(OC)c1 (stereo not given)	-2.9	3%	-4%	7%	2	·	-5%	-9%
O=C(O)CCc1ccc(-c2ccc(Cl)cc2)n1Cc1ccco1	-3.1	-1%	6%	-18%	·	-25%	-19%	-2%

Screening results deposited in PubChem BioAssay by National Center for Advancing Translational Sciences (NCATS).
